tim23-1 inh: growth inhibitors of tim23-1 mutant yeast; S. cerevisiae tim23-1 growth, BacTiter-Glo luminescence, 24 h; actives 1.3% (n = 330,000); inhibition, % at 20 µM;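 active = growth inhibition of the mutant yeast at or above 50%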;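 also: temperature-sensitive mutant grown at 25 °C; plate controls were DMSO-treated mutant yeast for no effect and medium wells lacking yeast for full effect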
XBP1 UPR activ: adaptive UPR (XBP1) activation; activation, % at 20 µM; actives 0.33% (n = 330,000); CHO-XBP1 luciferase reporter, IRE1-XBP1 UPR activation, luminescence; percent of tunicamycin response, DMSO as zero;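 active = versus positive control, 20 µM dose yields 30% or more activation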;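 also: 100% = tunicamycin at 10 µg/mL and 0% = DMSO only wells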
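assay system = CHO-XBP1 luciferase reporter cells | amount = 1000 cells/well | buffer or medium = F12 plus 10% FBS | compound dosing = single point, 20 µM final compound, 1% DMSO | incubation = 16-18 h cell attachment at 37 °C, then 6 h compound exposure | detection = Steady-Glo luminescence read | controls = tunicamycin 10 µg/mL and vehicle-only wells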
GRIN3A LBD mod: modulators (binders) of human NR3A ligand-binding domain; NR3A LBD differential scanning fluorimetry, Tm shift; 0% = protein alone, 100% = glycine-bound protein; AID 1259313; actives 2.5% (n = 340,000); Tm shift relative to glycine control, % at 25 µM;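 active = melting temperature shift of at least 10% of the positive control shift, at one fixed dose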
TIM10 inh: growth inhibitors of TIM10 yeast strain | actives 1.4% (n = 330,000) | S. cerevisiae TIM10 strain growth, BacTiter-Glo luminescence, 24 h | AID 463195 | inhibition, % at 10 µM;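 active = inhibition of 40% or more at the single tested concentration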;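 also: wild-type TIM10 isogenic control strain grown at permissive 25 °C; 0% = DMSO yeast wells and 100% = minimal medium wells without yeast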
Mdm2-MdmX inh: human Mdm2/MdmX binding inhibition. O15151+Q00987. SaOS-2 split-luciferase Mdm2/MdmX complementation, luminescence. inhibition, % at 8 µM. actives 3% (n = 330,000);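 active = inhibition of at least 50% at 8 µM in the primary screen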
Target sequence (O15151 whole entry, looked up): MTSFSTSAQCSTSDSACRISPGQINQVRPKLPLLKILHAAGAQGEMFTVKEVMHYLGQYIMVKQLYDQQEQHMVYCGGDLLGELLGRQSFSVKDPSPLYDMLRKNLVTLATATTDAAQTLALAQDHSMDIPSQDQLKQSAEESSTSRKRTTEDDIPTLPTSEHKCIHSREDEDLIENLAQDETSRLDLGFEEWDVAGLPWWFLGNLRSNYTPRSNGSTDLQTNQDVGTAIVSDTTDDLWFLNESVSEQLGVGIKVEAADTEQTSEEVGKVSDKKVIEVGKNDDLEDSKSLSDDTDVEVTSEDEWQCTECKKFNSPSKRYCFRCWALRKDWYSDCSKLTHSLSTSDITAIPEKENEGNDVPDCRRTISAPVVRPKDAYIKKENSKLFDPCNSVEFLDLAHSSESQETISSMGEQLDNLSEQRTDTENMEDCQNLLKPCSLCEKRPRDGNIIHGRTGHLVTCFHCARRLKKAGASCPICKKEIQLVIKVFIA
Target sequence (Q00987 whole entry, looked up): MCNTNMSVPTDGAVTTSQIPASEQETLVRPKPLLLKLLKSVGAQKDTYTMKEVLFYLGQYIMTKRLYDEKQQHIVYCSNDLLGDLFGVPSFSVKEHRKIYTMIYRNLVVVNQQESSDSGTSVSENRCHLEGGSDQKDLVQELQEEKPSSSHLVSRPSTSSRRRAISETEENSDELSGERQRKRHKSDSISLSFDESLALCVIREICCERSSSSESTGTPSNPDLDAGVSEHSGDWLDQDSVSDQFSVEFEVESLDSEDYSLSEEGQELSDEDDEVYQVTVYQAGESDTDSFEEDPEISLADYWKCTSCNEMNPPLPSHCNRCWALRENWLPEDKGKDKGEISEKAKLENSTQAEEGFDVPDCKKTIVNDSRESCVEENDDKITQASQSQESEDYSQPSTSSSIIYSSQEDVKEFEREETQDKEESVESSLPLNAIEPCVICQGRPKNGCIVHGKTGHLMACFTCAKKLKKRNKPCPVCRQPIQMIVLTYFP
CHOP UPR activ: apoptotic UPR (CHOP) activation; CHO-CHOP luciferase reporter, luminescence; percent of tunicamycin response over DMSO baseline; activation, % at 10 µM; actives 0.34% (n = 330,000);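 active = at 10 µM dose, activation of 40% or more, normalized to positive control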;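 also: 100% = tunicamycin at 10 µg/mL and 0% = DMSO alone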
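measured by = luciferase luminescence | assay system = CHO-CHOP cells, stable luciferase reporter of PERK-eIF2a-CHOP signalling | amount = 500 reporter cells seeded per well | timing = 6 h compound exposure at 37 °C after overnight seeding | controls = positive tunicamycin 10 µg/mL, negative DMSO alone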
NLRP3 yeast inh: NALP3 inhibition in yeast; Yeast reconstituted NLRP3/ASC/caspase-1, beta-gal luminescence, 24 h; inhibition, % at 10 µM; actives 0.39% (n = 330,000); AID 2825;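 active = inhibition of 50% or more; inactive = inhibition below 50%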;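 also: plate controls were induced DMSO wells for no effect and uninduced yeast grown without galactose for full effect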
APJ agonist: agonists of human APJ apelin receptor | CHO-K1 APJ PathHunter beta-arrestin, luminescence; 0% DMSO wells, 100% apelin | P35414 | actives 0.11% (n = 330,000) | activation, % at 20 µM;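 active = activation more than six SD over the plate average, tested at 20 µM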;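 also: 0% = DMSO alone and 100% = apelin-13 at 10 nM; some results filed as inactive read as strong as hits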
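Test system: CHO-K1 APJ beta-arrestin complementation cell line. Amount: cell density 1000 per well. Controls: DMSO negative, 10 nM Apelin-13 positive. Signal: luminescent beta-gal fragment complementation, chemiluminescent substrate. Read-out basis: agonist-driven arrestin binding to APJ. Timing: compound stimulation 90 min at 25 °C, detection 60 min.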
tim10-1 inh: growth inhibitors of tim10-1 mutant yeast; actives 2.2% (n = 330,000); inhibition, % at 20 µM; S. cerevisiae tim10-1 ts strain growth, BacTiter-Glo, 24 h;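 active = inhibition of at least 40%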;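 also: mutant grown at 25 °C; 0% = DMSO wells with yeast and 100% = wells holding no yeast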
* hit, by the source's call.

Labels used below: A = tim23-1 inh; B = XBP1 UPR activ; C = GRIN3A LBD mod; D = TIM10 inh; E = Mdm2-MdmX inh; F = CHOP UPR activ; G = NLRP3 yeast inh; H = APJ agonist; I = tim10-1 inh
(1) CCCN(CCC)S(=O)(=O)c1ccc(C(=O)NNc2nc(-c3ccccc3)c3cc(Br)ccc3n2)cc1
  A: 25; B: -3; C: -15; D: 3; E: 24; F: -1.4; G: 14; H: -1; I: 11

(2) COc1cc([N+](=O)[O-])ccc1NC(=O)Nn1cnnc1
  A: -10; B: -3; C: 1; D: 2; E: 16; F: 4.5; G: 4; H: -5; I: -2

(3) COC(=O)CN(c1ccc(OC)cc1)S(=O)(=O)c1c(C)noc1C
  A: 12; B: -4; C: -2; D: 6; E: 20; F: 1.4; G: 30; H: -1; I: -2

(4) CCOC(=O)c1ccc(/C=N/O)[n+](Cc2ccccc2)c1
  A: 7; B: -4; C: 0; D: -12; E: 17; F: -0.8; G: 21; H: -1; I: 9

(5) Cc1ccc(S(=O)(=O)N2CCN(C(=O)CN3CCOCC3)C2c2ccccc2)cc1 (centres undefined)
  A: 7; B: -2; C: 1; D: -4; E: 33; F: -0.9; G: 10; H: -4; I: 10

(6) Cc1ccc2nc(CSc3nnc(-c4ccco4)o3)cc(=O)n2c1
  A: 9; B: 3; C: -2; D: -5; E: -1; F: -2.4; G: 17; H: 1; I: -5

(7) CC1(C)CNC(=O)c2sc(NC(=O)c3ccccc3Cl)nc2C1
  A: 12; B: -4; C: 0; D: 2; E: -10; F: 0.3; G: 4; H: 0; I: 3

(8) Cc1ccc(CSc2nc(N)cc(=O)[nH]2)cc1
  A: 9; B: 4; C: -1; D: -15; E: 17; F: 2.1; G: -12; H: 2; I: 1

(9) Cc1ccc(S(=O)(=O)N2CCCCC2)cc1NC(=O)CCNC(=O)c1ccccc1
  A: 9; B: 0; C: 10*; D: 4; E: -6; F: -1.1; G: 6; H: -1; I: -1

(10) O=C(CCC(=O)N(c1ccc(F)cc1)C(C(=O)NC1CCCC1)c1ccncc1)Nc1cccnc1 (centres undefined)
  A: 12; B: 1; C: -1; D: 6; E: 7; F: 1.0; G: 1; H: -21; I: -4

5 entries picked at random from the list so far:
Labels used below: A = tim23-1 inh; B = XBP1 UPR activ; C = GRIN3A LBD mod; D = TIM10 inh; E = Mdm2-MdmX inh; F = CHOP UPR activ; G = NLRP3 yeast inh; H = APJ agonist; I = tim10-1 inh
(7) CC1(C)CNC(=O)c2sc(NC(=O)c3ccccc3Cl)nc2C1
  A: 12; B: -4; C: 0; D: 2; E: -10; F: 0.3; G: 4; H: 0; I: 3

(10) O=C(CCC(=O)N(c1ccc(F)cc1)C(C(=O)NC1CCCC1)c1ccncc1)Nc1cccnc1 (centres undefined)
  A: 12; B: 1; C: -1; D: 6; E: 7; F: 1.0; G: 1; H: -21; I: -4

(5) Cc1ccc(S(=O)(=O)N2CCN(C(=O)CN3CCOCC3)C2c2ccccc2)cc1 (centres undefined)
  A: 7; B: -2; C: 1; D: -4; E: 33; F: -0.9; G: 10; H: -4; I: 10

(2) COc1cc([N+](=O)[O-])ccc1NC(=O)Nn1cnnc1
  A: -10; B: -3; C: 1; D: 2; E: 16; F: 4.5; G: 4; H: -5; I: -2

(8) Cc1ccc(CSc2nc(N)cc(=O)[nH]2)cc1
  A: 9; B: 4; C: -1; D: -15; E: 17; F: 2.1; G: -12; H: 2; I: 1

Next records
Labels used below: A = tim23-1 inh; B = XBP1 UPR activ; C = GRIN3A LBD mod; D = TIM10 inh; E = Mdm2-MdmX inh; F = CHOP UPR activ; G = NLRP3 yeast inh; H = APJ agonist; I = tim10-1 inh
(11) O=C(COC(=O)c1ccccc1Nc1ccc(SC(F)F)cc1)NC1CC1
  A: 27; B: 8; C: -36; D: 51*; E: 18; F: 4.1; G: 38; H: 5; I: 31

(12) O=C(N/N=C/C=C/c1ccco1)c1cccs1
  A: 59*; B: -3; C: -3; D: 30; E: -4; F: 4.7; G: 4; H: -3; I: 16

(13) O=C(Nc1ccccn1)C1CCN(S(=O)(=O)c2ccc3ccccc3c2)CC1
  A: 29; B: -1; C: -2; D: 21; E: 11; F: -2.7; G: 39; H: -2; I: 32

(14) O=C(CN(C(=O)Cn1nnc(-c2cccs2)n1)c1cnc2ccccc2c1)NCC1CCCO1 (centres undefined)
  A: 8; B: 1; C: -18; D: 5; E: 20; F: -0.5; G: 2; H: -2; I: -3

(15) COc1ccc2cc1Oc1ccc(cc1)C[C@H]1c3c(cc4c(c3Oc3cc5c(cc3OC)CCN(C)[C@@H]5C2)OCO4)CCN1C
  A: -20; B: -4; C: -7; D: -10; E: 100*; F: -0.3; G: 7; H: 18; I: -6

(16) Fc1cccc(CSc2nc3ccncc3[nH]2)c1
  A: -2; B: 2; C: -1; D: -9; E: -19; F: 4.1; G: 7; H: 4; I: -26

(17) O=C(Cn1c2ccc(F)cc2c2nc3n(c(=O)c21)CCS3)Nc1ccccc1C(F)(F)F
  A: 1; B: -1; C: -2; D: 7; E: 15; F: -0.4; G: 5; H: -3; I: 36

(18) Cc1cccc(NC2=NC(=S)N(c3ccc(C(=O)O)cc3)C23CCCCC3)c1
  A: 5; B: 1; C: 1; D: 11; E: 21; F: -0.3; G: 6; H: -4; I: 9

(19) O=C(NCCC(c1ccccc1)c1ccccc1)c1ccc(Br)o1
  A: -1; B: -3; C: -5; D: 27; E: -12; F: -0.1; G: 3; H: -3; I: 33

(20) COc1cc(/C=N/NC(=O)c2ccccc2O)ccc1OC(=O)CC1SC(=O)NC1=O (centres undefined)
  A: 10; B: -1; C: 0; D: 17; E: 18; F: 0.3; G: -10; H: -7; I: -4

(21) COc1ccc(Br)cc1S(=O)(=O)N1CC(C)OC(C)C1 (centres undefined)
  A: 0; B: -2; C: 3; D: 12; E: 30; F: 1.4; G: -42; H: -4; I: 19

(22) CCOC(=O)Cn1c(N2CCCCCC2)nc2c1c(=O)[nH]c(=O)n2C
  A: 18; B: -1; C: 1; D: -2; E: 11; F: -2.0; G: -3; H: 2; I: 13

(23) COC(=O)C1=C(C)N(Cc2ccccc2)C(=S)N[C@H]1c1cccc(C(F)(F)F)c1
  A: 48; B: 4; C: -17; D: 37; E: 19; F: 4.4; G: 30; H: 1; I: 23

(24) O=C(NCCN1CCOCC1)c1cc(S(=O)(=O)NCCCN2CCCC2=O)ccc1Cl
  A: -7; B: -1; C: 6; D: 4; E: 19; F: -1.3; G: -8; H: -2; I: 5

(25) C=CCNC(=O)C1CC1(c1ccc(C)cc1)c1ccc(C)cc1 (centres undefined)
  A: 17; B: -6; C: 2; D: 4; E: -17; F: 0.7; G: 19; H: -2; I: 9

(26) COc1ccc(CN2CSC(=S)N(Cc3ccc(OC)cc3)C2)cc1
  A: 26; B: 0; C: 0; D: 21; E: 17; F: -2.6; G: 32; H: -4; I: 28

(27) CC(C)(C)c1ccc(OCc2ccc(C(=O)N/N=C/c3ccc([N+](=O)[O-])cc3)o2)cc1
  A: 12; B: 13; C: 0; D: 21; E: -32; F: 16; G: 15; H: 0; I: 28

(28) CC1CCN(S(=O)(=O)c2cc(C(=O)Nc3ccccn3)ccc2Br)CC1
  A: 38; B: -1; C: -2; D: 27; E: 29; F: 0.1; G: 5; H: 2; I: 36

(29) O=C(c1cccc(S(=O)(=O)N2CCOCC2)c1)N1CCCc2ccccc21
  A: 18; B: -2; C: -1; D: 3; E: -8; F: 0.1; G: -8; H: 5; I: 24

(30) COc1ccc(OC)c(NC(=O)COC(=O)/C=C/c2ccc(Cl)cc2)c1
  A: 2; B: -1; C: -10; D: 7; E: 5; F: -0.1; G: -1; H: 1; I: 11

(31) Cc1ccc(NC(=O)C(OC(=O)c2ccc(NC(N)=O)cc2)c2ccccc2)cc1Cl (centres undefined)
  A: 11; B: -2; C: 26*; D: -3; E: 12; F: 0.1; G: -7; H: 1; I: 13

(32) CC(C(=O)Nc1cccnc1)c1ccc([N+](=O)[O-])cc1 (centres undefined)
  A: 2; B: 1; C: -1; D: -4; E: -7; F: -0.7; G: -17; H: 0; I: 11

(33) O=C(NCc1ccccn1)C1CCN(C(=O)c2cc3sccc3n2Cc2ccc(F)cc2)CC1
  A: 34; B: -1; C: 0; D: 30; E: -9; F: 0.3; G: 10; H: -5; I: 28

(34) CCC(C)C(N)C(=O)NC(CCC(=O)OCc1ccccc1)C(N)=O (centres undefined)
  A: -7; B: 1; C: -4; D: 6; E: 5; F: -0.3; G: -5; H: -3; I: -8

(35) N#C/C(=C/Nc1ccccc1C(=O)O)C(N)=O
  A: -24; B: 1; C: -1; D: 9; E: 17; F: -0.2; G: 2; H: -1; I: 0

(36) CN(C(=O)CN1C(=O)c2ccc([N+](=O)[O-])cc2C1=O)C1CCCCC1
  A: 21; B: -3; C: -1; D: 6; E: 12; F: 0.3; G: -16; H: 3; I: 13

(37) CNC(=O)CSc1nnnn1-c1cc(C)ccc1C
  A: 15; B: -1; C: 0; D: 6; E: -3; F: -1.5; G: 15; H: -1; I: 1

(38) CC(=O)Nc1cnc(NC(=O)c2cccc(F)c2)cc1C
  A: 13; B: 1; C: -1; D: -10; E: -52; F: 6.0; G: 2; H: 2; I: 10

(39) CCN1CCN(S(=O)(=O)c2ccc(Cl)c(C(=O)Nc3ccccc3N3CCOCC3)c2)CC1
  A: 12; B: -1; C: 1; D: 11; E: 1; F: -0.8; G: 11; H: -1; I: 15

(40) CCn1ncc(C(=O)Nc2ccc([N+](=O)[O-])cc2OC)c1C
  A: 7; B: 2; C: -1; D: 14; E: 0; F: -0.2; G: 10; H: 0; I: 16

(41) Cc1cccc(C(=O)NC(=S)Nc2ccc3[nH]c(=O)[nH]c3c2)c1
  A: 8; B: 0; C: -2; D: 9; E: 12; F: -1.9; G: -14; H: -3; I: 8

(42) O=c1[nH]n(CC2COC3(CCCCC3)O2)c(=O)c2ccccc12 (centres undefined)
  A: 12; B: -2; C: 1; D: 3; E: 20; F: 1.4; G: 9; H: -2; I: 20

(43) O=C(c1cccn(Cc2ccc(C(F)(F)F)cc2)c1=O)N1CCOCC1
  A: 16; B: -1; C: -1; D: -8; E: 14; F: -0.6; G: 7; H: -1; I: 11

(44) N#CCn1nnc(-c2ccc3c(c2)OCO3)n1
  A: 2; B: -2; C: -1; D: 7; E: 8; F: -2.7; G: 16; H: -3; I: -3

(45) CC1CN(CC(O)COc2ccc(C(C)C)cc2)CC(C)O1 (centres undefined)
  A: -34; B: -1; C: 2; D: -20; E: 14; F: -1.0; G: 23; H: 1; I: -22

(46) CC(=O)c1c(-c2ccccc2)c2cc(Cl)ccc2n(C)c1=O
  A: 33; B: 1; C: -1; D: -30; E: 36; F: 1.0; G: -7; H: -2; I: -2

Screens: PubChem, Sanford-Burnham Center for Chemical Genomics
